pPAFAH inh: pPAFAH (human) enzyme inhibition | Q13093 | recombinant pPAFAH, FP-rhodamine probe fluorescence polarization | inhibition, % at 3.39 µM | 330,000 tested, 1.5% active;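 active = inhibition above the mean inhibition across the screen plus 3 SD, cut at about 25% in these data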;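 note: inhibitors block binding of the rhodamine activity-based probe so polarization drops; 0% = enzyme with DMSO and 100% = wells lacking pPAFAH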
Target sequence (Q13093 whole entry, looked up): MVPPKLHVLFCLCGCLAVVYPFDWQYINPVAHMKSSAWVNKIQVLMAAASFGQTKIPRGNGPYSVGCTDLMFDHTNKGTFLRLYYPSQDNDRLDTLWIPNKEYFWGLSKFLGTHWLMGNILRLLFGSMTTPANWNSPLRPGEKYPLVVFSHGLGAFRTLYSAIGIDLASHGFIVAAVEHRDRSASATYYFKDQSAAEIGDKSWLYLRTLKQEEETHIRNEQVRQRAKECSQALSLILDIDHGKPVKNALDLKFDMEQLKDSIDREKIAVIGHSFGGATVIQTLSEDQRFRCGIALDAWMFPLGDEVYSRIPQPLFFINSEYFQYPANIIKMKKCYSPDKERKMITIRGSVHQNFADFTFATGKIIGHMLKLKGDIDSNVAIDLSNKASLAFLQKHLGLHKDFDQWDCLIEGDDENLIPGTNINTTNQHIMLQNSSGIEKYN
PAD4 inh: blocks human protein arginine deiminase 4; AID 485272; inhibition, % at 6.36 µM; recombinant PAD4, RCA probe fluorescence polarization; 330,000 tested, 0.41% active;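 active = percent inhibition above a cutoff equal to the mean of all tested compounds plus 3 SD, cut at about 15% in these data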;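 note: 0% = PAD4 with RCA probe and DMSO and 100% = probe without PAD4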
PME-1 primary: blocks human protein phosphatase methylesterase 1. 320,000 tested, 0.53% active. inhibition, % at 5.9 µM. recombinant PME-1, FP-Rh probe fluorescence polarization. Q9Y570;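 active = inhibition above the campaign mean of all compounds plus 3 SD, cut at about 26% in these data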;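 note: competitive labeling of PME-1 active site by serine hydrolase directed probe; 0% = PME-1 with DMSO and 100% = wells lacking PME-1 enzyme; inhibitors block probe labeling so polarization falls and inhibition rises; many of its hits are not listed in these tables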
LYPLA1 inh: counter-screen for PME1 inhibitors: inhibitors of human LYPLA1; AID 2174; recombinant LYPLA1, FP-Rh probe fluorescence polarization; O75608; inhibition, % at 5.9 µM; 320,000 tested, 0.16% active;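 active = inhibition above the mean of all tested compounds plus 3 SD, set per campaign, cut at about 14% in these data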;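 note: inhibitors block serine hydrolase probe labeling of LYPLA1 so polarization falls; 0% = enzyme with DMSO and 100% = wells lacking LYPLA1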
PAFAH2 FP inh: inhibitors of human PAFAH2; Q99487; inhibition, % at 3.39 µM; recombinant PAFAH2, FP-rhodamine activity probe, fluorescence polarization; 340,000 tested, 0.99% active;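 active = inhibition above the mean over all tested compounds plus 3 SD, cut at about 30% in these data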;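 note: inhibitors block probe labeling of enzyme so polarization drops; 0% = enzyme with DMSO and 100% = wells lacking PAFAH2 protein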
Fam108B counter: Fam108B inhibition, counter-screen for RBBP9 inhibitors. recombinant Fam108B, FP-Rh probe fluorescence polarization. 300,000 tested, 0.33% active. inhibition, % at 9.51 µM. AID 1947;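 active = inhibition above the screen mean inhibition plus 3 SD, computed separately per campaign, cut at about 18% in these data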;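 note: inhibitors lower polarization as less probe binds the enzyme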
PAFAH1B3 FP inh: inhibitors of human PAFAH1B3. recombinant PAFAH1B3, FP-rhodamine probe, fluorescence polarization. inhibition, % at 3.39 µM. 340,000 tested, 0.28% active. AID 492972;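 active = inhibition above the screen-wide average of all tested compounds plus 3 SD, cut at about 25% in these data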;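 note: 0% = enzyme with DMSO only and 100% = wells lacking PAFAH1B3 protein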
Target sequence (Q15102 whole entry, looked up): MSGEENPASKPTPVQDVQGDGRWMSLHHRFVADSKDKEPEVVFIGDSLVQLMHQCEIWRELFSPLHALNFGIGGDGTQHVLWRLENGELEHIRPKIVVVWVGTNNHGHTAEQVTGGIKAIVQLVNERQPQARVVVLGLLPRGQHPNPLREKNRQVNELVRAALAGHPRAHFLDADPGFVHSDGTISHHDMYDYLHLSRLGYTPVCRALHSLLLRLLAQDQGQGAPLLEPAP
GSTO1 counter: blocks human GSTO1 in RBBP9 counter-screen; recombinant GSTO1, activity-based probe fluorescence polarization; AID 1974; inhibition, % at 5.96 µM; P78417; 300,000 tested, 1.1% active;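 active = inhibition above the campaign mean inhibition plus 3 SD, cut at about 35% in these data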;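 note: 0% = GSTO1-1 with DMSO and 100% = wells lacking GSTO1-1 enzyme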
PAFAH1B2 FP inh: blocks human PAF acetylhydrolase 1b catalytic subunit 2 | inhibition, % at 3.39 µM | P68402 | 340,000 tested, 1.2% active | recombinant PAFAH1B2, FP-rhodamine activity probe, fluorescence polarization;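 active = inhibition above the mean of all tested compounds plus 3 SD, cut at about 24% in these data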;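 note: 0% = enzyme with DMSO and 100% = wells lacking PAFAH1B2; many of its hits are not listed in these tables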
* hit, by the source's call; . = not tested or not shown. An excerpt. The share of hits here may be higher or lower than overall.

No. | canonical_smiles | pPAFAH inh | PAD4 inh | PME-1 primary | LYPLA1 inh | PAFAH2 FP inh | Fam108B counter | PAFAH1B3 FP inh | GSTO1 counter | PAFAH1B2 FP inh
1 | CCN1CCN(CCNC(=O)CCCn2nc(C)c3c(C)n(-c4ccc(C)cc4)nc3c2=O)CC1 | 5 | 1 | -4 | 1 | 5 | -6 | 0 | 6 | 4
2 | C/C(=N\NC(=O)c1nnn(-c2nonc2N)c1C)c1ccc(OCc2ccccc2)cc1 | 0 | 4 | -7 | 1 | 0 | 17 | 2 | 7 | 1
3 | Cc1ccccc1/C=C\c1nc(O)c([N+](=O)[O-])c(=O)[nH]1 | 2 | 1 | -1 | -4 | 14 | -2 | 3 | -7 | 10
4 | Cc1nc(SCC(=O)Nc2nccs2)c(C#N)c(C)c1C | -2 | -1 | 5 | -4 | 1 | . | 2 | . | 10
5 | COc1ccc(-c2cn(-c3ccccc3)nc2CO)cc1 | 5 | 2 | -1 | 3 | -21 | 2 | 3 | 1 | -1
6 | CCCCN1C(=O)N(C)C2NC(=O)NC21 (centres undefined) | 0 | 2 | -8 | 0 | 0 | 0 | 6 | 14 | 4
7 | O=C(CN(CC1CCCO1)C(=O)CNS(=O)(=O)c1ccc(Cl)cc1)NC1CCCCC1 (centres undefined) | 1 | 2 | 2 | -2 | 5 | 1 | 4 | 5 | 16
8 | CCCC[C@@H]1CN=C(N)N1CCCC | -4 | 1 | -8 | 1 | 2 | -4 | 8 | 1 | 4
9 | Cc1cccc(C)c1NC(=O)C/C(N)=N/O | 2 | 1 | -7 | -1 | -2 | 5 | 3 | -1 | -2
10 | CCN(C(=O)CSc1nnc(-c2cccs2)o1)C1CCS(=O)(=O)C1 (centres undefined) | 5 | -4 | -2 | 0 | 2 | 2 | 6 | 0 | -3
11 | Cc1ccc(CNC(=O)c2ccc(Cl)cc2[N+](=O)[O-])cc1 | -3 | -3 | -9 | 1 | -2 | -2 | 6 | -2 | 5
12 | CCOC(=O)N1CCN(c2nc(-c3ccccc3)c3ccccc3n2)CC1 | 7 | 2 | -1 | 3 | 3 | 1 | 8 | 8 | 5
13 | CC(C)(C)NC(=O)NC(=O)COC(=O)CNC(=O)C1CCCCC1 | -8 | -4 | -14 | -5 | 15 | -2 | 4 | -1 | 6
14 | COC(=O)CSc1[nH]c(=O)cc(C)c1C#N | 0 | -8 | -3 | 4 | 5 | 4 | 9 | 1 | 2
15 | CCc1nc(C)cn1S(=O)(=O)c1cc(Br)c(C)cc1OC | 5 | 3 | -1 | 3 | 5 | 1 | 19 | 0 | 5
16 | Cc1cc(C(=O)CSc2nn3c(=O)c(C(C)(C)C)nnc3s2)c(C)n1C | -2 | -4 | -4 | -1 | 5 | -2 | -1 | 24 | 3
17 | C/C(=N\NC(=O)C1(C)CC1(Br)Br)c1cccc(NC(=O)c2ccc(C)o2)c1 (centres undefined) | -1 | -1 | 8 | -7 | -2 | -3 | -1 | -1 | 5
18 | CC(=O)Nc1ccc(SCC(=O)c2cc(C)n(-c3ccccc3F)c2C)cc1 | 4 | 4 | 1 | -2 | -10 | -7 | -1 | -2 | 2
19 | CCC1CN(C(=O)Nc2ccc(C)cc2)c2cc(C)ccc2O1 (centres undefined) | 2 | -1 | 7 | 1 | 3 | 1 | 2 | 23 | 7
20 | O=C(O)CSc1c2c(nc3cc(C(=O)N4CCOCC4)ccc13)CCCC2 | 6 | 3 | 12 | -2 | 5 | 5 | 7 | 0 | 1
21 | NC(=O)C[C@@H]1NC(=O)[C@H](CCC(=O)O)NC(=O)c2cc([N+](=O)[O-])cc(I)c2OCC[C@@H](C(N)=O)NC1=O | 1 | -3 | -4 | -1 | 12 | -2 | 10 | -6 | 6
22 | O=S(=O)(NCC1CCCO1)c1ccc(Oc2ccccc2)cc1 (centres undefined) | 8 | 1 | 3 | 2 | 3 | -1 | 8 | 6 | 3
23 | CCC1CCC/C1=N\NC(=O)c1ccc(Cl)cc1 (centres undefined) | -2 | -3 | 0 | -4 | 2 | 0 | 3 | 5 | 4
24 | COc1ccc(/C=C2\CCc3ccccc3C2=O)c(OC)c1OC | 14 | -4 | 0 | -2 | 4 | 3 | 6 | 5 | 0
25 | Cc1cc(=O)cc(C)n1-c1ccc(F)cc1F | 1 | -6 | 1 | 3 | -3 | -2 | 5 | -2 | 10
26 | CN(C)C(=O)N(CCCN1CCOCC1)Cc1cccc2ccccc12 | 3 | 0 | -3 | 0 | . | 0 | . | 6 | .
27 | CC(C)(C)OC(=O)N[C@@H](C(=O)OC(C)(C)C)c1ccc2c(c1)OCO2 | 4 | -2 | -6 | 4 | 3 | . | 6 | . | 1
28 | O=C(Cc1ccccc1)NNC(=S)NC(=O)c1cccs1 | 2 | 6 | 3 | 1 | . | 0 | . | -14 | .

Grouped by structure, those above containing a COOH group (two)
No. | canonical_smiles | pPAFAH inh | PAD4 inh | PME-1 primary | LYPLA1 inh | PAFAH2 FP inh | Fam108B counter | PAFAH1B3 FP inh | GSTO1 counter | PAFAH1B2 FP inh
20 | O=C(O)CSc1c2c(nc3cc(C(=O)N4CCOCC4)ccc13)CCCC2 | 6 | 3 | 12 | -2 | 5 | 5 | 7 | 0 | 1
21 | NC(=O)C[C@@H]1NC(=O)[C@H](CCC(=O)O)NC(=O)c2cc([N+](=O)[O-])cc(I)c2OCC[C@@H](C(N)=O)NC1=O | 1 | -3 | -4 | -1 | 12 | -2 | 10 | -6 | 6

15 structures already listed, ordered by SMILES length, lowest first:
No. | canonical_smiles | pPAFAH inh | PAD4 inh | PME-1 primary | LYPLA1 inh | PAFAH2 FP inh | Fam108B counter | PAFAH1B3 FP inh | GSTO1 counter | PAFAH1B2 FP inh
6 | CCCCN1C(=O)N(C)C2NC(=O)NC21 (centres undefined) | 0 | 2 | -8 | 0 | 0 | 0 | 6 | 14 | 4
9 | Cc1cccc(C)c1NC(=O)C/C(N)=N/O | 2 | 1 | -7 | -1 | -2 | 5 | 3 | -1 | -2
25 | Cc1cc(=O)cc(C)n1-c1ccc(F)cc1F | 1 | -6 | 1 | 3 | -3 | -2 | 5 | -2 | 10
14 | COC(=O)CSc1[nH]c(=O)cc(C)c1C#N | 0 | -8 | -3 | 4 | 5 | 4 | 9 | 1 | 2
5 | COc1ccc(-c2cn(-c3ccccc3)nc2CO)cc1 | 5 | 2 | -1 | 3 | -21 | 2 | 3 | 1 | -1
28 | O=C(Cc1ccccc1)NNC(=S)NC(=O)c1cccs1 | 2 | 6 | 3 | 1 | . | 0 | . | -14 | .
4 | Cc1nc(SCC(=O)Nc2nccs2)c(C#N)c(C)c1C | -2 | -1 | 5 | -4 | 1 | . | 2 | . | 10
19 | CCC1CN(C(=O)Nc2ccc(C)cc2)c2cc(C)ccc2O1 (centres undefined) | 2 | -1 | 7 | 1 | 3 | 1 | 2 | 23 | 7
11 | Cc1ccc(CNC(=O)c2ccc(Cl)cc2[N+](=O)[O-])cc1 | -3 | -3 | -9 | 1 | -2 | -2 | 6 | -2 | 5
3 | Cc1ccccc1/C=C\c1nc(O)c([N+](=O)[O-])c(=O)[nH]1 | 2 | 1 | -1 | -4 | 14 | -2 | 3 | -7 | 10
18 | CC(=O)Nc1ccc(SCC(=O)c2cc(C)n(-c3ccccc3F)c2C)cc1 | 4 | 4 | 1 | -2 | -10 | -7 | -1 | -2 | 2
2 | C/C(=N\NC(=O)c1nnn(-c2nonc2N)c1C)c1ccc(OCc2ccccc2)cc1 | 0 | 4 | -7 | 1 | 0 | 17 | 2 | 7 | 1
7 | O=C(CN(CC1CCCO1)C(=O)CNS(=O)(=O)c1ccc(Cl)cc1)NC1CCCCC1 (centres undefined) | 1 | 2 | 2 | -2 | 5 | 1 | 4 | 5 | 16
1 | CCN1CCN(CCNC(=O)CCCn2nc(C)c3c(C)n(-c4ccc(C)cc4)nc3c2=O)CC1 | 5 | 1 | -4 | 1 | 5 | -6 | 0 | 6 | 4
21 | NC(=O)C[C@@H]1NC(=O)[C@H](CCC(=O)O)NC(=O)c2cc([N+](=O)[O-])cc(I)c2OCC[C@@H](C(N)=O)NC1=O | 1 | -3 | -4 | -1 | 12 | -2 | 10 | -6 | 6
